Assay outcomes: PubChem BioAssay, Sanford-Burnham Center for Chemical Genomics
TIM10 inh – growth inhibitors of TIM10 yeast strain. AID 463195. S. cerevisiae TIM10 strain growth, BacTiter-Glo luminescence, 24 h. hit rate 1.4% among 330,000. inhibition, % at 10 µM;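 active means inhibition of 40% or more at the single tested concentration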;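 further: wild-type TIM10 isogenic control strain grown at permissive 25 °C; 0% = DMSO yeast wells and 100% = minimal medium wells without yeast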
mIAP act – mouse IAP activation; muIAP, CDP-Star luminescence, 30 min; stronger effect = higher value; 1 = vehicle-only enzyme signal, 0 = enzyme-free wells; activation factor at 10 µM; hit rate 0.24% among 330,000;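 active means activation factor of at least 2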; further: the source names both 10 and 20 µM as test concentration; values of inactives mirror those of a sister screen read the other way
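Assay system: mouse IAP enzyme; Reagent: CDP-Star chemiluminescent phosphatase substrate; Compound: DMSO-dissolved test compounds; Incubation: 30 min, room temperature; Technique: luminescence from enzymatic CDP-Star hydrolysis; Controls: DMSO-only wells and no-enzyme negative control.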
tim10-1 inh – growth inhibitors of tim10-1 mutant yeast. hit rate 2.2% among 330,000. S. cerevisiae tim10-1 ts strain growth, BacTiter-Glo, 24 h. inhibition, % at 20 µM. AID 463190;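 active means inhibition of at least 40%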;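 further: mutant grown at 25 °C; 0% = DMSO wells with yeast and 100% = wells holding no yeast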
hIAP block – blocks human intestinal alkaline phosphatase; hit rate 0.12% among 330,000; P09923; purified IAP, CDP-Star luminescence, 30 min; AID 2544; inhibition, % at 10 µM;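 active means inhibition reaching a set limit with compound at 10 µM in the primary screen, cut at about 35% in these data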;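 further: plate controls were DMSO wells with enzyme for no effect and no-enzyme buffer wells for full effect; values of inactives mirror those of a sister screen read the other way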
Apaf-1 inh – human Apaf-1 inhibition; O14727; hit rate 0.71% among 330,000; inhibition, % at 20 µM; reconstituted apoptosome caspase-3 activity, DEVD-Rh110 fluorescence; active means inhibition of at least 40% at 20 µM;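 further: plate controls were DMSO wells for no effect and DEVD-CHO caspase inhibitor wells for full effect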
Target sequence (O14727 whole entry, looked up): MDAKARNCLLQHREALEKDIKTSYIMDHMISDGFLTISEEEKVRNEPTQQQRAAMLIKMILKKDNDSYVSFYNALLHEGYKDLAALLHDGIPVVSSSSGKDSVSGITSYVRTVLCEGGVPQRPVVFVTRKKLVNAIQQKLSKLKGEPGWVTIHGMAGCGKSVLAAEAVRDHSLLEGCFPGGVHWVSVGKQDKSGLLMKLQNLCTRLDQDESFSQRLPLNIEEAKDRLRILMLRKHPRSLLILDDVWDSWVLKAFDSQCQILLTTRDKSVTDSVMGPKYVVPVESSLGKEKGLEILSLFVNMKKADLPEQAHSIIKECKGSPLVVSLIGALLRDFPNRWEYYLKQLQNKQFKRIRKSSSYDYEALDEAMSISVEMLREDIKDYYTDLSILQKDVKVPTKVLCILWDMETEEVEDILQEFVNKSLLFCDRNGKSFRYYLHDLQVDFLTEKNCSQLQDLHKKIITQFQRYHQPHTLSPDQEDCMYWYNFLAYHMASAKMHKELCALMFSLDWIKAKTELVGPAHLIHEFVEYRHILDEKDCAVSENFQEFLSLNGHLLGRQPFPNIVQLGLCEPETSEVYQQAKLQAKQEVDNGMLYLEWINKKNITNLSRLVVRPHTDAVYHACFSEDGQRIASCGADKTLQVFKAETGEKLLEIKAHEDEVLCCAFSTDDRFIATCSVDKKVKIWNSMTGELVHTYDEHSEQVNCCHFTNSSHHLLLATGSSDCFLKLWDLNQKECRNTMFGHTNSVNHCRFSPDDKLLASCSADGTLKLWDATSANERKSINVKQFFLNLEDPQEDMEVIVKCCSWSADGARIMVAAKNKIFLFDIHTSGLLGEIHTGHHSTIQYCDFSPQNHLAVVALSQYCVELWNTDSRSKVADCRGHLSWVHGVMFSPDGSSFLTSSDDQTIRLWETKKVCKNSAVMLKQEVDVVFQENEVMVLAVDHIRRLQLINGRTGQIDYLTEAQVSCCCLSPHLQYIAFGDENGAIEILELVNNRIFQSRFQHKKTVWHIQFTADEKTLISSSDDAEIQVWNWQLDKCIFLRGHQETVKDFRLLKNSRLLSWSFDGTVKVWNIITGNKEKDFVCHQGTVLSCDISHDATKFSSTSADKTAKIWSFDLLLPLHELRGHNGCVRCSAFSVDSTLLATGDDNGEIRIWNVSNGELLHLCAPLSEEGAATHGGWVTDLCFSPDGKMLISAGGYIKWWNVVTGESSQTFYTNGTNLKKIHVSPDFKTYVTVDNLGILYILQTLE
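System – cell-free apoptosome with Apaf-1, procaspase-3 and caspase-9 · Buffer or medium – pH 7.5 Hepes buffer with CHAPS, BSA, DTT · Also added – cytochrome c with DEVD-Rh110 · Times – 30 min compound preincubation, 50 min activation, room temperature · Technique – Rh110 fluorescence intensity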
NLRP3 yeast inh – blocks the NALP3 inflammasome reconstituted in yeast; inhibition, % at 10 µM; hit rate 0.39% among 330,000; Yeast reconstituted NLRP3/ASC/caspase-1, beta-gal luminescence, 24 h;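 active means inhibition of 50% or more; inactive means inhibition below 50%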;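 further: plate controls were induced DMSO wells for no effect and uninduced yeast grown without galactose for full effect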
mIAP inh – mouse IAP inhibition; purified mouse IAP, CDP-Star luminescence, 30 min; inhibition, % at 10 µM; hit rate 0.2% among 330,000;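 active means inhibition of at least 40% at 10 µM in the primary screen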;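 further: plate controls were DMSO with enzyme for no effect and no enzyme wells for full effect; values of inactives mirror those of a sister screen read the other way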
ATG4B inh – blocks human ATG4B protease cleavage of LC3 substrate; Q9Y4P1; ATG4B cleavage of LC3-PLA2, NBD-HPC fluorescence, 1 h; inhibition, % at 8.33 µM; hit rate 0.51% among 340,000; AID 504462; in the data active means inhibition above about 40%
hIAP activ – human IAP activation; activation factor at 10 µM; purified human IAP, CDP-Star luminescence, 30 min; stronger effect = higher value; 1 = vehicle-only enzyme, 0 = enzyme-free background; AID 2524; hit rate 0.16% among 330,000; P09923;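 active means activation factor of the enzyme at least 2-fold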; further: the source names both 10 and 20 µM as test concentration; values of inactives mirror those of a sister screen read the other way
* marks the source's active call; other numbers are inactive results; . = not tested or not shown.

Screens in order – TIM10 inh	mIAP act	tim10-1 inh	hIAP block	Apaf-1 inh	NLRP3 yeast inh	mIAP inh	ATG4B inh	hIAP activ
> COc1ccc(OC)c2c1cc(C(=O)N[C@H](C(=O)N1CCC[C@H]1C(=O)O)C(C)C)n2C
 : 2	1.1	-10	17	52*	13	-6	-14	0.83
> N#Cc1c2ccc(OCC(=O)NCc3ccco3)cc2n2ccccc12
 : 4	1.1	11	-56	17	5	-13	2	1.6
> O=C(CN1N=C(C(F)(F)F)CC1(O)c1ccc([N+](=O)[O-])cc1)c1ccccc1 (stereo not given)
 : 22	1	37	4	11	-10	-2	-23	0.95
> CN(CC(=O)N(C)CC(=O)Nc1c(Cl)cccc1Cl)Cc1ccccc1F
 : 1	1.1	2	2	11	7	-6	5	0.98
> O=C(OCc1c(-c2ccccc2)ncc2ccccc12)c1cccs1
 : 5	0.99	9	10	22	31	1	22	0.9
> Cc1ccccc1-n1ccnc1SCC(=O)O
 : 0	0.95	-4	-8	-5	1	5	-4	1.1
> Cc1ccc(C(=O)NNC(=O)c2ccc(SCC3CCCO3)c([N+](=O)[O-])c2)cc1 (stereo not given)
 : 2	0.91	2	-18	-14	-1	10	-2	1.2
> CCn1c(CSc2nc3ccccc3[nH]2)nc2cc(C(=O)O)ccc21
 : 3	0.94	4	-10	-3	12	6	-8	1.1
> O=C(N/N=C1\CCCc2ccccc21)c1cccc([N+](=O)[O-])c1
 : -18	0.94	19	-23	5	30	6	0	1.2
> Cn1c(=O)c2c(nc(NCCc3ccccc3)n2Cc2ccc(F)cc2)n(C)c1=O
 : -8	1.3	13	-3	17	14	-33	-7	1
> COc1ccc(S(=O)(=O)N2CCC3(CC2)OCCN3S(=O)(=O)c2ccccc2)cc1OC
 : 5	1.1	12	-6	11	16	-8	3	1.1
> COC(=O)NCCc1cc(OC)c(OC)cc1S(=O)(=O)N1CC(=O)Nc2ccccc21
 : -1	0.94	4	-12	2	4	6	-7	1.1
> C/C(CC(=O)Nc1ccccn1)=N\NC(=O)c1ccccc1
 : -18	1.1	21	-6	-3	9	-7	.	1.1
> CCN1CCN(CC(=O)Nc2cccc(C)c2C)C(=O)C1=O
 : -22	0.97	-5	-4	2	20	3	-4	1
> CCOC(=O)c1cccc(N2C(=O)Nc3ccccc3N2O)c1
 : 4	0.94	0	15	-10	18	6	-6	0.85
> O=C(CNC(=O)c1ccc2c(c1)OCO2)Nc1cccc(Br)c1
 : -2	1.2	2	13	-4	2	-21	0	0.87
> CCOC(=O)N1CCN(C(=O)C2CCCN(c3ncnc4c3nc3n4CCCCC3)C2)CC1 (stereo not given)
 : 7	1	-5	10	0	7	-4	-6	0.9
> COc1cc(S(=O)(=O)Nc2ccccc2)ccc1NC=O
 : 2	0.98	3	21	-49	-3	2	-2	0.79
> CCC(=O)NC(=S)Nc1ccc(NC(=O)c2ccccc2[N+](=O)[O-])cc1
 : 21	0.9	8	1	-2	9	10	-13	0.99
> COC(=O)c1ccc(NC(=S)N2CCN(C)CC2)cc1
 : 2	0.94	-1	7	1	6	6	-4	0.93
> COc1ccc([C@H]2CC(=O)C=C(c3ccc(C)cc3)C2)cc1
 : 3	0.99	12	3	16	22	1	-2	0.97
> Cc1ccc(-c2csc(NC(=O)CCNC(=O)c3ccco3)n2)cc1
 : 3	1	6	-1	-11	-5	-3	-12	1
> COc1ccc2[nH]c3c(=O)n(Cc4ccc(C(=O)N5CCC(C(N)=O)CC5)cc4)c(=S)[nH]c3c2c1
 : 9	0.87	-4	6	-2	35	13	10	0.94
> Cc1ccc(C)c2[nH]c(=O)c(CCNC(=O)Cc3cccs3)cc12
 : -1	1.1	-25	14	1	8	-8	-5	0.86
> Cc1nnc(NC(=O)C(C)Sc2nnc(-c3ccco3)n2C(C)C)s1 (stereo not given)
 : -3	1	10	-7	-1	17	-2	-3	1.1
> Cc1cccc(N2CCN(C(=S)c3ccc([N+](=O)[O-])cc3)CC2)c1
 : 32	0.8	24	0	3	-21	20	-1	1
> O=C(Oc1ccnc2cc(Cl)ccc12)N1CCCCCC1
 : -37	0.98	-11	16	11	36	2	9	0.84
> O=C(Cn1c(=O)oc2ccccc21)Nc1nc(-c2ccccc2)cs1
 : -15	0.98	-29	-5	-1	13	2	-5	1.1
> CN(CC(=O)Nc1ccc(N2CCOCC2)cc1)CC(=O)Nc1ccc(C(F)(F)F)cc1
 : -6	1.1	9	-8	-8	12	-14	-3	1.1
> O=c1[nH]c(CSc2ccccc2)nc2c1oc1ccccc12
 : -20	1	-10	0	-11	11	-1	-7	1
> Cc1ccc(S(=O)(=O)N2CCN(C(=O)CN3C(=O)NC4(CCOc5ccccc54)C3=O)CC2)cc1 (stereo not given)
 : 15	0.96	13	9	-2	-11	4	-12	0.91
> COCc1ccc(-c2c(-c3ccsc3)sc3ccccc23)cc1
 : -3	1	0	0	3	4	0	2	0.99
> COc1ccccc1Nc1nc(NCCO)nc(N)c1[N+](=O)[O-]
 : 4	0.84	12	-14	-14	17	16	-8	1.1
> CCOC(=O)C1CCN(C(=O)c2cc(S(=O)(=O)N3CCc4ccccc43)ccc2OC)CC1
 : 16	0.95	12	0	8	17	5	-3	1
> O=C(c1ccc2c(=O)n(Cc3ccc(Cl)cc3)c(=S)[nH]c2c1)N1CCOCC1
 : -3	0.91	21	-15	13	18	10	4	1.1
> Cc1ccc(-c2noc(/C=C/c3ccccc3)n2)cc1
 : 16	0.81	20	16	-16	8	19	4	0.84
> Cc1cccc(C(=O)NCC(=O)OCC(=O)N2CCN(S(=O)(=O)c3ccc(C)cc3C)CC2)c1
 : 4	1.1	0	10	14	14	-5	-11	0.9
> CCN(C(=O)CN1CCN(c2ccccc2OC)CC1)c1c(N)n(Cc2ccccc2)c(=O)[nH]c1=O
 : -15	1	1	9	-7	8	0	-8	0.91
> Nc1nonc1-n1nnc(C(=O)N/N=C/c2ccc(OCc3ccccc3)cc2)c1CN1CCCCC1
 : 11	0.88	9	5	14	33	12	-7	0.95
> O=C(COC(=O)/C=C/c1ccccc1[N+](=O)[O-])NCc1ccco1
 : -9	1	6	-6	-2	6	-3	6	1.1
> CCc1nnc(NC(=O)C2CCN(c3nccc(C)n3)CC2)s1
 : 3	0.84	14	4	1	7	16	-12	0.96
> Cc1ccc(NC(=O)NC2CCCCC2)cc1S(=O)(=O)N1CCOCC1
 : 4	1.8	7	-37	6	3	-84	5	1.4
> Cc1cccc(C)c1NC(=O)CN1CCN(C(=O)CNC(=O)c2ccc(N3CCCC3=O)cc2)CC1
 : 2	0.99	0	-5	-3	8	1	1	1
> O=C1CCC(C(=O)OCC(=O)N2N=C3/C(=C/c4ccccc4)CCCC3C2c2ccccc2)N1 (stereo not given)
 : 42*	0.96	18	1	43*	2	4	0	0.99
> CCOC(=O)CCCNC(=O)COC(=O)c1cccc(C)c1O
 : -10	1.1	27	2	7	-1	-13	-1	0.98
> CN(CC(=O)Nc1ccc(Cl)cc1)CC(=O)Nc1ccc(C(N)=O)cc1
 : 12	1.1	-1	-12	-3	9	-5	-11	1.1
> CC(C)c1ccc(CNNC(=O)c2ccccc2)cc1
 : -1	0.92	24	-11	1	17	8	0	1.1
> Cc1cc(C)n(CCN(C)C(=O)CCc2nnc(-c3ccc4c(c3)OCO4)o2)n1
 : 4	1.1	16	-5	1	0	-8	-1	1
> Cn1c(=O)[nH]c(=O)c2c1nc(Br)n2CC(O)COc1ccc(Cl)cc1 (stereo not given)
 : 6	1	5	-16	-11	14	0	3	1.2
> O=C(CN1C(=O)C(c2ccccc2)Oc2cccnc21)NCc1ccccc1F (stereo not given)
 : -4	0.89	35	-9	-5	17	12	-1	1.1
> Cc1oc(-c2cccc(Cl)c2)nc1CS(=O)(=O)CC(=O)NCCN1CCCC1
 : -4	1	-32	3	10	9	-4	-4	0.97
> CCOC(=O)c1c(C)oc2c1c(C(c1cccnc1)N1CCCCC1)c(O)c1ccccc12 (stereo not given)
 : 18	0.98	26	18	26	11	2	2	0.82
> C/C(=N\NC(=O)c1ccccc1)c1nc2ccccc2n1C
 : 8	0.93	13	3	-2	26	7	-3	0.97
> CCOc1ccc(C(=O)CCN2CCCCCC2)cc1
 : 8	0.99	37	-7	-1	21	1	-5	1.1
> CC(=O)N1[C@H](Cc2ccccc2)C=C[C@]1(C)C(=O)NCc1ccc(C)o1
 : -6	1	16	12	1	3	-3	-1	0.89
> CCc1cc(/C(Cc2ccc3ccccc3n2)=N\O)c(O)cc1O
 : 3	1.1	16	21	-2	13	-7	5	0.79
> COc1cc(C(=O)NCC(=O)OCC(=O)Nc2nnc(-c3ccccc3)o2)cc(OC)c1OC
 : -9	1	-11	-6	-2	8	-1	-4	1.1
> Cc1ccnc(N/N=C/c2ccccc2)n1
 : 3	1	0	9	-13	19	-1	5	0.91
> COc1cc(-c2cc(-c3ccc(N)cc3)[nH]c(=O)c2C#N)cc(OC)c1OC
 : -2	1	0	-27	-7	9	-2	-7	1.3
> CCCCc1cc(=O)oc2cc(OS(C)(=O)=O)ccc12
 : 1	1	7	-2	7	17	-1	-2	1

Following part.
Screens in order – TIM10 inh	mIAP act	tim10-1 inh	hIAP block	Apaf-1 inh	NLRP3 yeast inh	mIAP inh	ATG4B inh	hIAP activ
> Cc1ccc(C(C(=O)NC2CCCC2)N2CCCC(C)C2)cc1 (stereo not given)
 : -4	1.2	-6	4	4	-9	-16	1	0.96
> O=C(c1ccc(Cl)cc1)c1ccc(OCC(O)CN2CCOCC2)cc1 (stereo not given)
 : 5	0.99	-4	-18	-3	13	1	-6	1.2
> Cc1ccc(C2C(C#N)=C(N)Oc3c2c(=O)n(C)c(=O)n3C)cc1 (stereo not given)
 : -5	0.71	6	-7	8	18	29	-7	1.1
> C=CCn1c(SCC(=O)Nc2c(C)cccc2C)nnc1-c1cnccn1
 : -5	1	12	-2	-6	15	-2	-7	1
> O=C(Cn1cnc2c(nnn2Cc2ccc(Cl)cc2)c1=O)N1CCCc2ccccc21
 : -3	0.93	-10	5	3	11	7	-22	0.95
> Cc1ccc2nc(-c3ccc(NC(=O)CN4C(=O)c5ccccc5C4=O)cc3)sc2c1
 : 15	0.9	21	10	1	18	10	-13	0.9
> CCOC(=O)c1cc(NC(=O)NC2CCCCC2)c(C)nc1C
 : -10	1	22	-11	3	8	0	0	1.1
> O=C(CCc1nnc(CCCc2ccccc2)o1)NC(C1CC1)C1CC1
 : -7	1	23	-16	10	16	0	-4	1.2
> Cc1csc2c(N3CCN(C(=S)Nc4ccc(F)cc4F)CC3)ncnc12
 : 20	1	23	1	5	20	-2	-10	0.99
> Cn1c(N)c(C(=O)COC(=O)/C=C/c2cccc(C(F)(F)F)c2)c(=O)n(C)c1=O
 : 17	0.95	18	9	12	12	5	-10	0.91
> Cc1c(Cl)cccc1NC(=O)Nn1cnnc1
 : -1	1	17	2	-9	18	-2	-7	0.98
> Cc1ccc(C(=O)NC(=S)Nc2ccc(-c3ccc(CO)o3)cc2)cc1
 : 20	0.77	36	28	4	16	23	0	0.72
> CC1CCCC/C1=N\Nc1ccc(S(N)(=O)=O)cc1[N+](=O)[O-] (stereo not given)
 : 3	0.9	11	14	11	7	10	-8	0.86
> COc1ccc(S(=O)(=O)Nc2ccc(N3CCOCC3)nc2)cc1
 : -14	1.1	-12	-2	-1	6	-5	5	1
> CCCCC(=O)Nc1ccc2c(c1)OCCO2
 : 3	0.86	11	22	6	6	14	-18	0.78
